mcGAS MS inh: mouse cGAS inhibition by mass spec; Q8C6L5; recombinant mouse cGAS, cGAMP by RapidFire MS; inhibition, % at 12.5 µM; 130,000 compounds, 0.18% hits; AID 1259397;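 active means inhibition of cGAS enzyme activity at or above 60%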;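 further: enzyme stimulated by 45 bp dsDNA with ATP and GTP substrates; cGAMP share of summed cGAMP plus half ATP and half GTP signals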
Target sequence (Q8C6L5 whole entry, looked up): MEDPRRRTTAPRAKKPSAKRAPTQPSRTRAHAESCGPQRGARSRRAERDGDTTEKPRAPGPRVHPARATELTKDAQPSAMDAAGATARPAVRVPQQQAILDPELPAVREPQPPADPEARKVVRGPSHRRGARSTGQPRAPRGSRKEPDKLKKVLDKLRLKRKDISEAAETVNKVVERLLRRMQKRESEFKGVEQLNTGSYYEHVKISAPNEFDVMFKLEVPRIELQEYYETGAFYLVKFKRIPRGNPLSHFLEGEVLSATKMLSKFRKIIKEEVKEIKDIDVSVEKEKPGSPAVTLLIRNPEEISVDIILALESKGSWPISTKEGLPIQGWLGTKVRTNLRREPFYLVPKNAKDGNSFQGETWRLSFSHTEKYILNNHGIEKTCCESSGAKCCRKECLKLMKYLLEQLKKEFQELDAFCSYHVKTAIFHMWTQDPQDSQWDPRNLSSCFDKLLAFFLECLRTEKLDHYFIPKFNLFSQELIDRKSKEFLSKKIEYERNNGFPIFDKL
* marks the source's active call; other numbers are inactive results; & = joins results of further samples.

Start of the listing, in advance (18 entries):
SMILES	mcGAS MS inh
COc1cc2c(cc1CN(C)Cc1nc3ccc(F)cc3[nH]1)OCO2	-17
CCN(CC)Cc1cnc2c(C(=O)Nc3ccc(-n4cncn4)cc3)cnn2c1	-19
CC1C(=O)NCCN1CCC(=O)Nc1cccc(Br)c1 (centres undefined)	6
CC(C)Oc1ncccc1CNC(=O)N1CCc2ccccc21	-4
CC1CCCCC1N=C1NN=C(c2ccc3[nH]c(=O)oc3c2)CS1 (centres undefined)	-6
C=CC[C@@H]1CC=C[C@@H](C)N1C(=O)c1cc(OC)nc(OC)n1	-8
COc1ccccc1CN1C(=O)C(Cc2ccccc2)ON=C1C (centres undefined)	-6
O=C(O)c1cccc(CC2CCN(c3ncnc4c3CCC4)C2)c1 (centres undefined)	-11
Cc1nnc(SC(C)c2nc3scc(-c4cccs4)c3c(=O)[nH]2)n1C1CC1 (centres undefined)	-7
C=C(C)Cn1c(SCC(=O)N/N=C\c2cc(Br)ccc2O)nnc1-c1ccc(Br)cc1	-9
O=C(NCc1ccccc1)N1CCn2cccc2C1c1ccccc1 (centres undefined)	-10
CC(C(=O)Nc1ccc(-c2ncn[nH]2)cc1)N1CCc2ccccc2C1 (centres undefined)	-11
CC(=O)N1CCC(CN2CCOC(c3n[nH]c(C)n3)C2)CC1 (centres undefined)	-6
CC1=C(c2ccc(C)cc2)S(=O)(=O)NC1=NC(C)CCc1ccccc1 (centres undefined)	-11
CCCn1nc(C)c(CNC(=O)c2cnnn2-c2ccccc2)c1C	-16
CCc1nc(CC)n(Cc2nc(C)cs2)n1	1
CC(C)(C)OC(=O)N1CCCC1C1CCCCN1CC(=O)NC(=O)NC1CC1 (centres undefined)	-8
CCc1ccc(N2CC(C(=O)Nc3ccc(NC(=O)C(C)C)cc3)CC2=O)cc1 (centres undefined)	-9

This part in full (from the top)
SMILES	mcGAS MS inh
COc1cc2c(cc1CN(C)Cc1nc3ccc(F)cc3[nH]1)OCO2	-17
CCN(CC)Cc1cnc2c(C(=O)Nc3ccc(-n4cncn4)cc3)cnn2c1	-19
CC1C(=O)NCCN1CCC(=O)Nc1cccc(Br)c1 (centres undefined)	6
CC(C)Oc1ncccc1CNC(=O)N1CCc2ccccc21	-4
CC1CCCCC1N=C1NN=C(c2ccc3[nH]c(=O)oc3c2)CS1 (centres undefined)	-6
C=CC[C@@H]1CC=C[C@@H](C)N1C(=O)c1cc(OC)nc(OC)n1	-8
COc1ccccc1CN1C(=O)C(Cc2ccccc2)ON=C1C (centres undefined)	-6
O=C(O)c1cccc(CC2CCN(c3ncnc4c3CCC4)C2)c1 (centres undefined)	-11
Cc1nnc(SC(C)c2nc3scc(-c4cccs4)c3c(=O)[nH]2)n1C1CC1 (centres undefined)	-7
C=C(C)Cn1c(SCC(=O)N/N=C\c2cc(Br)ccc2O)nnc1-c1ccc(Br)cc1	-9
O=C(NCc1ccccc1)N1CCn2cccc2C1c1ccccc1 (centres undefined)	-10
CC(C(=O)Nc1ccc(-c2ncn[nH]2)cc1)N1CCc2ccccc2C1 (centres undefined)	-11
CC(=O)N1CCC(CN2CCOC(c3n[nH]c(C)n3)C2)CC1 (centres undefined)	-6
CC1=C(c2ccc(C)cc2)S(=O)(=O)NC1=NC(C)CCc1ccccc1 (centres undefined)	-11
CCCn1nc(C)c(CNC(=O)c2cnnn2-c2ccccc2)c1C	-16
CCc1nc(CC)n(Cc2nc(C)cs2)n1	1
CC(C)(C)OC(=O)N1CCCC1C1CCCCN1CC(=O)NC(=O)NC1CC1 (centres undefined)	-8
CCc1ccc(N2CC(C(=O)Nc3ccc(NC(=O)C(C)C)cc3)CC2=O)cc1 (centres undefined)	-9
O=C1O[C@H]([C@@H](O)CO)C(O)=C1O	6
N#CCSc1nc2sc3c(c2c(=O)n1Cc1ccco1)CCC3	-7
CCOC(=O)N1CCC(N2CCC(CO)(CC3CCCCO3)CC2)CC1 (centres undefined)	-4
COC1(OC)N=C(N)C2(C#N)C(c3ccc(C)cc3)C12C#N (centres undefined)	9
O=C(Nc1ccccc1COc1ccccc1)c1ccnc(Cl)c1	-14
Cc1nonc1CN(C)c1nccc(CCC(F)(F)F)n1	-7
C=CCN1C(=O)/C(=c2/sc3nc4ccccc4n3c2=O)c2ccccc21	0

The list continues.
SMILES	mcGAS MS inh
CCCN(Cc1ccc(SC)cc1)C(=O)c1cnc2ccccn2c1=O	-13
Cc1cc(-c2c(C)sc(C)c2I)c(C)s1	-6
Cc1ccc(Nc2cc(C)nc(N3CCN(C(=O)CC4CCCC4)CC3)n2)cc1	-4
CO/N=C(/C(=O)N1CCC(O)(c2ccc(Cl)cc2)CC1)c1csc(NC=O)n1	5
Fc1cccc(Nc2ccccc2)c1	-7
COC(=O)c1ccc2c(c1)CN(C(=O)/C=C/c1ccc(C)cc1)CC2	-2
CN(CCC(=O)N1CCC2(CCNCC2)CC1)S(C)(=O)=O	-14
Cc1ccc(-c2ccc(C#N)s2)cc1NC(=O)CN1CSCC1=O	-30&-8
CC(=O)O[C@@H]1CC(C)(C)CC2(C1)C[C@]1(C)CC(=O)[C@H]2C(C)(C)C1 (some centres undefined)	-6
CC(NC(=O)NCCc1ccc(F)cc1)c1ccccc1Br (centres undefined)	-7
CC(C)(C)c1cc(C(F)(F)F)c2c(=O)n(-c3ccccc3)[nH]c2n1	3
Cc1c(CN2CCN(C)C3(CCN(C(=O)OCC(C)C)CC3)C2)cnn1C	-12
CCOc1cn(C)c(C(=O)Nc2ccc(C(N)=O)cc2)cc1=O	-7
Cc1cc(OCC(=O)N2CCOCC2)cc(C)c1NC(=O)C12CC3CC(CC(C3)C1)C2	-34
Cc1ccoc1C(=O)N1CCNCC1C(=O)Nc1ccc(F)cc1 (centres undefined)	-11
Cc1cccc(C)c1NC(=O)CNC(=O)C(C)OC(=O)C1CCCCC1 (centres undefined)	-7
N#Cc1nncn1CC(=O)c1ccc(C2CCCCC2)cc1	22
NC(=O)c1cccc(Cn2cc(I)cn2)c1	-1
O=C(NC1=NCCS1)c1ccc(Br)c(S(=O)(=O)N2CCOCC2)c1	-1
CC(C)C(OC(=O)CCC(=O)c1ccc(C(C)(C)C)cc1)C(=O)NC(N)=O (centres undefined)	-2
Cc1ccc(S(=O)(=O)NC(=O)C2(C)CCN2C(=O)Cc2cccs2)cc1 (centres undefined)	-15
CCOC(=O)c1sc2ncn(CC(=O)NCCc3ccccc3)c(=O)c2c1C	13
Cc1ccccc1-n1nnn(CN2CCC(C)CC2)c1=S	-8
CC(=O)NCCC(=O)OC1CCCCC1C(C)C (centres undefined)	-5
COc1ccc(N2C(=O)CN(CCc3ccccc3OC)C3CS(=O)(=O)CC32)cc1 (centres undefined)	-4

Other results follow.
SMILES	mcGAS MS inh
COc1ccc(C2CC(c3cccc(NC(C)=O)c3)=Nc3ccccc3S2)c(OC)c1 (centres undefined)	-2
Cc1ccnc(Nc2ccc(NCCNC(=O)Cc3ccccc3)nn2)c1	-6
CCc1nn2c(ncc3c(=O)n(-n4cnnc4)ccc32)c1-c1ccc(F)cc1	-9
CN[P+](c1ccccc1)(c1ccccc1)c1ccccc1	-26
Cc1[nH]nc(CCC(=O)NCC2CCCN(C3CCCC3)C2)c1C (centres undefined)	-15
CCc1ccccc1NC(=O)CNC(=O)CCc1ccc(OC)c(OC)c1	-36
CCOC(=O)C1(Cc2ccc(F)cc2)CCCN(C(=O)c2cnc3ccccn3c2=O)C1 (centres undefined)	-4
CC(C)(C)c1ccc(OCNC(=O)c2cncc(Br)c2)cc1	-2
COc1ccc(C)cc1C(C)NC(=O)C1CC2CCCC(C1)C2=O (centres undefined)	-8
NC(=O)CN1C(=O)COc2ccccc21	-2
Cc1ccc(NC(=O)CC(NCCC2=CCCCC2)C(=O)O)c(C)c1 (centres undefined)	-6
O=C(NC1CCS(=O)(=O)C1)c1ccc2c(c1)CCCC2 (centres undefined)	-8
COc1ccc(C(=O)Nc2ccnn2C2CCN(CC3CC=CCC3)CC2)cc1 (centres undefined)	-6
Cc1nc(-n2nc(C3CC3)cc2NC(=O)c2cc(=O)c3ccccc3o2)[nH]c(=O)c1C	-2
O=C(NC1CCC(n2cnnc2)CC1)c1ccc(C2CCCO2)s1 (centres undefined)	-15
CC(=O)NC(C)c1ccc(-c2csc(N)n2)cc1 (centres undefined)	-5
Cn1cnc([N+](=O)[O-])c1Sc1ncnc2nc[nH]c12	-3&0&1
CC(=O)Nc1nc(CS(=O)(=O)Cc2ccc(C(=O)N3CCCC3)cc2)cs1	-13
O=C(Nc1ccc(-n2nccn2)cc1)N(CCO)Cc1ccsc1	-33
O=C(CCc1cccc(Cl)c1)N1CCCC(Nc2ccccc2)C1 (centres undefined)	-2
Fc1ccc(C2=Nc3nnnn3C(c3cccc(Br)c3)C2)cc1 (centres undefined)	-3
CCCNC(=O)C1(C)CCCN(Cc2ccc(-c3ccccn3)cc2)C1 (centres undefined)	-7
O=[N+]([O-])C1C(=Nc2ccccc2)NN=C1c1nnco1 (centres undefined)	0
O=C1c2cccc3cccc(c23)C(=O)N1C1CCS(=O)(=O)C1 (centres undefined)	-9
CC(c1cccs1)N(C)C(=O)CCCS(N)(=O)=O (centres undefined)	-23

Further structures:
SMILES	mcGAS MS inh
CC(C)(C)c1cc2nc(-c3cccc(C(F)(F)F)c3)cc(C(=O)O)n2n1	-4
COc1nc(OC)nc(-c2c[nH]c3ccc(C)cc23)n1	-3
CC1CN(C(=O)c2cc3cc(Cl)ccc3o2)CC(C)O1 (centres undefined)	-6
Cc1nc(N(CC#Cc2ccccc2)CC2CCCO2)c2nc(C)oc2n1 (centres undefined)	1
CN(C)CC1(O)CCN(C(=O)C(C)(C)NC(=O)c2cccs2)C1 (centres undefined)	-11
Cc1ccc(C(=O)Nc2c(F)cccc2F)c(O)c1	-18
O=S(=O)(Nc1ccc(F)cc1)c1cccc2nsnc12	-11
CC1(C(=O)NS(=O)(=O)c2ccccc2Cl)CCN1C(=O)C1(c2ccc(Cl)cc2)CC1 (centres undefined)	45
Cc1ccnc(Nc2ccc(NCCNC(=O)Nc3cccc(Cl)c3C)nn2)c1	-6
CN(C)CCNC(=O)c1cc2n(n1)CCCN(C(=O)C1C=CCN1)C2 (centres undefined)	0
CCN(CC)CCNC(=O)C(=O)Nc1cccc([N+](=O)[O-])c1	-4
Cc1cc(S(=O)(=O)Nc2c(C)ccc3nsnc23)ccc1F	-8
CCOC(=O)Cn1c(=O)c2c(nc3n(C(C)CC)c(C)c(C)n23)n(C)c1=O (centres undefined)	0
NCC1CCN(S(=O)(=O)c2ccccc2)CC1	-7
N#Cc1cc2c(=O)c3ccccc3oc2nc1-c1cc2ccccc2o1	-5
CCOC(=O)c1nc(CN(C)c2ccc(Br)cc2C)cs1	-5
COCCn1cc(NC(=O)NC2(CO)CC(C)CC(C)(C)C2)cn1 (centres undefined)	0
COC(=O)c1ccccc1S(=O)(=O)N1CCC(CO)(CCCc2ccccc2)CC1	-3
O=c1c2ccccc2sn1-c1cccc(S(=O)(=O)N2CCCCCC2)c1	-2
CC(C)(CNc1ccc(-c2nc(C3CC3)no2)cn1)N1CCOCC1	-5
Cc1ccc(C2C3C(=O)CC(C)(C)CC3=Nc3nc(-c4cccs4)nn32)o1 (centres undefined)	-8
CCOC(=O)c1c(NC(=O)Cc2ccccc2)sc(C(=O)Nc2cccc(OC)c2)c1C	-16
COc1ccc(F)c(CN2CCCC(O)(CN(C)Cc3noc(C)n3)C2=O)c1 (centres undefined)	-15
Cc1c(-c2cccc(NC(=O)Nc3ccccc3)c2)nc2ncccn12	7
Cc1ccc2nc(N(CCN3CCOCC3)C(=O)c3ccc(C#N)cc3)sc2c1	-4

(further entries)
SMILES	mcGAS MS inh
Cc1nn(C(=O)NC2CCCCC2)c(C)c1Cl	-9
CCc1ccc(-n2c(C)c(C)n3c4c(=O)n(CC(C)=O)c(=O)n(C)c4nc23)cc1	-2
CC1CN(C(=O)c2ccc(NC(=O)CSc3nccn3C)cc2)CC(C)O1 (centres undefined)	4
O=S(=O)(/C=C/c1ccccc1)NC12CC3CC(CC(C3)C1)C2	-9
O=S(=O)(NCc1ccccc1)NCC1(N2CCCC2)CCCC1	-26
COc1cc(C)ccc1OCc1cc(C(=O)N2CCC(Oc3cccnc3)CC2)no1	3
O=C(NCCc1cc(Cl)cc(Cl)c1)c1ccc2c(c1)COCO2	-1
COc1ccc(-n2cnc3c2C(=O)c2ccccc2C3=O)cc1	-3
CCOC(=O)C(C)(C)Sc1nccc2c(OC)cccc12	-1
Cc1ccc(OCCN(C)Cc2c(C)nn(C)c2Cl)c(C)c1	-25
O=S(=O)(C=Cc1ccccc1)N1C=Cc2ccccc2C1c1c[nH]c2ccccc12 (centres undefined)	-22
Cc1ccc(-n2nnnc2NC2CCN3CCCC3C2)cc1 (centres undefined)	-16
CC(C)c1ccc(NC2CCCN(C(=O)C3CCOCC3)C2)cc1 (centres undefined)	-6
CCOC(=O)c1c(C)[nH]c(C)c1C1=NNC(=NCC2CCCO2)SC1 (centres undefined)	2
Cc1cccc(NC(=O)CN2C(=O)c3ccccc3C2=O)c1	-11
Cn1cc(C(=O)N2CCN(Cc3ccc4c(c3)OCO4)CC2)c2ccccc21	1
COc1ccc(CN(C)CC=C(C)C)cc1	-3
CCCCN(C(=O)C(CC)CC)c1c(N)n(CCC)c(=O)[nH]c1=O	-8
Cc1ccsc1CN(CCO)C(=O)c1ccc2c(c1)CCCO2	-9
Cc1cc(C(=O)N2CCCC(C(=O)c3ccc4c5c(cccc35)CC4)C2)nn1C (centres undefined)	-2
NC(=O)c1ccc(CN2CCN(C(=O)c3ccc(F)cc3)CC2)cc1	-8
CN(CCOc1ccc(S(N)(=O)=O)cc1)c1ccc2ccccc2c1	-3
CC(C(N)=O)N1CCc2nnc(CCc3ccccc3)n2CC1 (centres undefined)	-8
CC(C)(Cc1ccccc1)NC(=O)c1cnn(-c2cccc(Cl)c2Cl)c1N	-3
COc1ccc(-c2cc(CN)no2)cc1OC	-14

New compounds follow.
SMILES	mcGAS MS inh
CC(C)(C)c1cc(N=Cc2ccccc2O)no1	-1
CC1CCc2c(sc(N)c2C(=O)NC2CCS(=O)(=O)C2)C1 (centres undefined)	-20
CCOc1ccc(C(=O)Nc2c(C)nc3cc(C)ccn3c2=O)cc1	-17
Cc1cccc(CCNC(=O)c2cc(S(=O)(=O)NC(C)C)c[nH]2)c1	3
Cc1nc2c(C)cccn2c(=O)c1NC(=O)C1CCCCC1	-5
Nc1ccc2oc(-c3cccc(-c4nc5cc(N)ccc5o4)n3)nc2c1	10
Cc1ccc(CC2(NC(=O)c3cnc(C4CC4)[nH]c3=O)CC2)cc1	-23

High-throughput results: PubChem, Fisher Drug Discovery Resource Center

The list is partial; rates above refer to the full screens.
